RXFP1 ag: qHTS Assay for Agonists of the Relaxin Receptor RXFP1; HEK293T-RXFP1 cAMP TR-FRET, 30 min; response scale: percent of porcine relaxin response, buffer zero; Potency, µM (titrated, usually from 57.5 µM), for inactives: at the top dose activation, hits mostly activators; hit rate 0.3% among 370,000; AID 2676, 2010; further: potency means the concentration at half of the fitted maximal effect; on the % scale 0 is the no-effect control and ±100 the full control effect; nearly all actives have a fitted effect of over 60% in size; many of its hits are not listed in these tables
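HEK293T cells stably expressing RXFP1 were pretreated with the PDE4 inhibitor Ro 20174, exposed to compounds for 30 min at 37C, lysed, and cAMP was read by TR-FRET. Data normalized to buffer (basal) and 29 nM porcine relaxin (100%).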
Vif-APOBEC3G blk: qHTS for Inhibitors of Vif-A3G Interactions: qHTS; DNA dC->dU-editing enzyme APOBEC-3G (Homo sapiens), Q9HC16; HeLa A3G-eYFP + Vif (tagged APOBEC3G with the HIV-1 protein that degrades it), YFP fluorescence, overnight; Potency, µM (titrated, usually from 46.1 µM), for inactives: top-dose activity, negative = active, most hits filed as inhibitors; hit rate 0.076% among 410,000; AID 602310, 2012;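 further: potency means the concentration at half of the fitted maximal effect; on the % scale 0 is the no-effect control and ±100 the full control effect; nearly all actives have a fitted effect of over 60% in size; hits raise eYFP signal because A3G escapes Vif-driven loss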
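Read-out is eYFP fluorescence (Ex 488/Em 500-530) from Vif-expressing HeLa A3G-eYFP cells; more signal means A3G escaped Vif-mediated degradation. Cells plated overnight, compound pinned in, incubated overnight at 37 deg C.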
D2 PAM: HTS Assay for Positive Allosteric Modulators of the Human D2 Dopamine Receptor: Primary Screen for Potentiators. HEK293 T-REx D2, calcium flux, EC20 dopamine potentiation. D(2) dopamine receptor (Homo sapiens), P14416. potentiation, % at 10 µM. hit rate 0.34% among 340,000;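 active means potentiation over 3 SD above the plate norm, cut at about 30% in these data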; further: 0% is about no effect
Target sequence (P14416 whole entry, looked up): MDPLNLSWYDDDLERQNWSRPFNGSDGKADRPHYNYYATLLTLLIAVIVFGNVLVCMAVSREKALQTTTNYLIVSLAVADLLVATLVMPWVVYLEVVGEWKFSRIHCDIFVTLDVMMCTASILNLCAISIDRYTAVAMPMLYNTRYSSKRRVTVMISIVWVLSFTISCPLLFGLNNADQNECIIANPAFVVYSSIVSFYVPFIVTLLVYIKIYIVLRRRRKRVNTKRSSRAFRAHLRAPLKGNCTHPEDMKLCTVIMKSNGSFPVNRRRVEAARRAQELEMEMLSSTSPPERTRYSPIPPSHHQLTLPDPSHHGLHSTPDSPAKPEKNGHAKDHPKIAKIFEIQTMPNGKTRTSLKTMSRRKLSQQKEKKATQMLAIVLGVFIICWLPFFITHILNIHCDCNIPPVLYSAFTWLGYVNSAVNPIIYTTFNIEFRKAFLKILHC
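Cells plated with tetracycline inducer and held overnight at 30 C; calcium dye loaded 30–90 min at room temperature; baseline taken, compound added and read 180 s; EC20 dopamine then added and read 180 s.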
D1 antag: Antagonist of Human D 1 Dopamine Receptor: qHTS; D(1A) dopamine receptor (Homo sapiens), P21728; hit rate 3.2% among 360,000; activity change, negative = inhibition, % at 10 µM; HEK293 TREx D1 cells, calcium flux, dopamine EC80; stronger effect = lower value; in the data active means activity change below about -30%; further: on the % scale 0 is the no-effect control and ±100 the full control effect
Target sequence (P21728 whole entry, looked up): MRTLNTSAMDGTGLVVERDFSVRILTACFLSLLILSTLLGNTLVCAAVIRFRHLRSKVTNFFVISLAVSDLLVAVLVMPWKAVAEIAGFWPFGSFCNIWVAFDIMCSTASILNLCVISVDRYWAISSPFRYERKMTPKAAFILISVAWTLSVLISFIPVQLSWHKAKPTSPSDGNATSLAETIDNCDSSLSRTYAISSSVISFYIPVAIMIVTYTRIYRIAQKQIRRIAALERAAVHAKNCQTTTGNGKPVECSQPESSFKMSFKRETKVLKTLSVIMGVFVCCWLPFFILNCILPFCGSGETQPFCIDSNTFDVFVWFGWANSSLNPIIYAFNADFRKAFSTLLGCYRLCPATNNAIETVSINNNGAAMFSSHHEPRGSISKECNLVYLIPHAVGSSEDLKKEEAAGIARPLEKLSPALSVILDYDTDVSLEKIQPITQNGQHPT
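Calcium flux readout: force-coupled, inducible Hek293 Trex D1 line, cells induced overnight at 30 C with tetracycline, dye-loaded 30–90 min at RT. Antagonism scored against EC80 dopamine challenge given 180 s after compound.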
LDHA inh: qHTS assay for inhibitors of human lactate dehydrogenase. L-lactate dehydrogenase A chain (Homo sapiens), P00338. purified LDHA, NADH/diaphorase-resazurin fluorescence; stronger effect = lower value. activity change, % (values are at about 110 or 230 µM). hit rate 0.15% among 480,000. AID 1347041, 2019; in the data active means activity change below about -30%; inconclusive means mostly about -25% to -30%;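 further: plate controls were DMSO wells for no effect and wells without enzyme for full effect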
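Resorufin fluorescence (ex540/em590), read at 0 and 20 min after diaphorase/resazurin addition, reports the NADH left after a 5 min room-temperature reaction of 2 nM human LDH5 with 0.06 mM NADH and 0.2 mM pyruvate.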
Vif-APOBEC3F blk: qHTS for Inhibitors of Vif-A3F Interactions: qHTS; AID 602313, 2012; hit rate 0.2% among 390,000; Potency, µM (series often up to 46.1 µM), inactives show top-dose activity, negative = active; HeLa A3F-eYFP + Vif (tagged APOBEC3F with the HIV-1 protein that degrades it), YFP fluorescence increase; further: potency means the concentration at half of the fitted maximal effect; % of control where 0% means no effect; nearly all actives have a fitted effect of over 65% in size
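Fluorescence increase (Ex 488/Em 500-530) after overnight compound treatment at 37 deg C flags inhibition of Vif-driven A3F-eYFP loss in stable HeLa A3F-eYFP/Vif cells seeded overnight beforehand.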
D1 ag: Allosteric Agonists of the Human D1 Dopamine Receptor: qHTS | hit rate 1% among 360,000 | activation, % at 2 µM | HEK293 T-REx D1 cells, calcium flux, agonist mode; in the data active means activation above about 30%; further: 0% is about no effect
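Agonism was scored from calcium flux recorded over 180 s (1 read/s) after pintool compound addition, following a 10-cycle baseline. Cells were inducible force-coupled HEK293 TREx D1, plated overnight at 30 C and loaded with no-wash calcium dye.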
Glioma ERSR ind: qHTS for Inducers of the Endoplasmic Reticulum Stress Response (ERSR) in Human Glioma: qHTS; U87-MG GRP78 promoter luciferase reporter, 16 h; Potency, µM, for inactives: top-dose activation, most hits filed as activators; hit rate 0.02% among 420,000; further: potency means the concentration at half of the fitted maximal effect; series mostly up to about 76 µM; % of control where 0% means no effect; nearly all actives have a fitted effect of over 35% in size
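Stably transfected U87-MG human glioma cells carrying a GRP78-based luminescent sensor were seeded at 1000 cells/well, pin-dosed with compounds and incubated 16 h. Luciferase reagent was then added, and end-point luminescence was read after 10 min at room temperature.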
D1 potentiator: Potentiators of Human D1 Dopamine Receptor: qHTS. D(1A) dopamine receptor (Homo sapiens), P21728. HEK293 TREx D1 cells, calcium flux, dopamine EC20 potentiation. potentiation, % at 10 µM. hit rate 0.036% among 360,000. AID 504651, 2011; in the data active means potentiation above about 30%; further: 0% is about no effect
The depositor's hits bear a star; ? = inconclusive; nt = not tested or not shown; & = joins results of further samples. Unless noted, the call rests on the fitted dose curve; in most records, active means well fitted curve in the direction sought with a large enough effect; inconclusive means small, poorly fitted or top-dose-only effect, or another doubt; inactive means no such curve, though single readings can be large; an effect the other way counts as inactive or inconclusive.

SMILES	RXFP1 ag	Vif-APOBEC3G blk	D2 PAM	D1 antag	LDHA inh	Vif-APOBEC3F blk	D1 ag	Glioma ERSR ind	D1 potentiator
OC(c1ccccc1)(c1ccccc1)C1CCCN1 (stereo not drawn)	-2.0%	2%	12	14	-8	-1%	3	5%	-5
CSCCC(NC(=O)CCC(=O)OC1CC[C@H]2[C@@H]3CC[C@H]4CC(=O)CC[C@]4(C)[C@H]3CC[C@]12C)C(=O)O (stereo partly drawn)	3.5%	-1%	-7	-4	-2	-6%	5	1%	-1
CCc1ccc(N2C(=O)NC(=O)/C(=C/c3cccn3CCOc3ccc(C)cc3)C2=O)cc1	2.3%	-2%	-6	23	-3	?	1	7%	-1
CCOC(=O)C(NC(=O)CC)(Nc1ccc(C(O)(C(=O)OCC)C(F)(F)F)cc1C)C(F)(F)F (stereo not drawn)	1.1%	0%	15	-1	3	1%	4	-17%	-7
CC[N+](C)(CC)CCCOC(=O)C(O)(c1ccccc1)C1CCCCC1 (stereo not drawn)	0.9%	0%	-10	-24	-82*	6%	1	-4%	-23
COc1cc(/C=C2\C(=O)NC(=O)N(c3ccccc3)C2=O)c([N+](=O)[O-])cc1OC	-0.1%	-1%	-6	-56*	2	5%	1	-5%	-4
CCC(=NCc1cccnc1)c1c(O)n(Cc2ccccc2)c(=O)[nH]c1=O	-0.9%	2%	1	-7	-1	2%	5	-5%	0
CNC(=O)c1cccn(Cc2cc(C(F)(F)F)cc(C(F)(F)F)c2)c1=O	-0.8%	2%	5	1	-2	-9%	30*	1%	-1
CC1C(=O)OC2CCN3CC4OC4(COC(=O)C(C)(O)C1(C)O)C23 (stereo not drawn)	nt	-2%	nt	nt	-5	7%	nt	-5%	nt
Cc1ccc2c(CN3CC=C(c4ccccc4)CC3)cc(=O)oc2c1C	-0.2%	-6%	-4	-14	2	-9%	1	0%	0
CCCCCCC(=O)c1c(O)n(-c2ccccc2OC)c(=O)[nH]c1=O	0.9%	-3%	8	-31*	-3	-1%	1	-1%	-3
CN(C)C(Cc1ccccc1)C(=O)c1cccs1 (stereo not drawn)	2.5%	nt	-1	8	nt	nt	-2	nt	-5
Cc1cccc(OP(N)(N)=O)c1C	2.8%	0%	-1	-7	0	2%	3	-1%	3
CCNCC1(c2ccc(OC)c(OC)c2)CCCC1	1.8%	-7%	7	-13	0	7%	3	-4%	0
CCCCN(Cc1ccccc1)C1CCN(CCc2ccccc2)CC1	0.1%	1%	-21	6	0	5%	2	-7%	-13
Fc1cccc(C2NCc3ccccc3-n3cccc32)c1 (stereo not drawn)	0.5%	-4%	-6	-9	-7	-7%	2	-3%	-8
O=c1c2ccccc2nc(/C=C\c2ccccc2F)n1-c1ccc(O)cc1	5.1%	3%	16	-6	-23	2%	-2	9%	-1
COC(=O)C1=C(c2ccc(C(C)=O)cc2)C[C@@H]2CC[C@H]1N2C(=O)N1CCC(C)CC1	0.5%	1%	5	13	1	5%	2	-1%	-2
COC1=C(C)C(=O)C2=C(C1=O)C(CO)N1C(C#N)C3CC4C(C1C2N1CCOC41)N3C (stereo not drawn)	nt	-19%	nt	nt	35	9%	nt	-4%	nt
CCOP(=O)(OCC)C(NC(=O)c1ccc(C)cc1)C(Cl)(Cl)Cl (stereo not drawn)	-1.3%	0%	-8	13	-3	1%	0	-2%	-4

Single records, as listed above.
`Cc1ccc2c(CN3CC=C(c4ccccc4)CC3)cc(=O)oc2c1C` in the list: RXFP1 ag = -0.2%; Vif-APOBEC3G blk = -6%; D2 PAM = -4; D1 antag = -14; LDHA inh = 2; Vif-APOBEC3F blk = -9%; D1 ag = 1; Glioma ERSR ind = 0%; D1 potentiator = 0
`CN(C)C(Cc1ccccc1)C(=O)c1cccs1` (stereo not drawn) in the list: RXFP1 ag = 2.5%; Vif-APOBEC3G blk = nt; D2 PAM = -1; D1 antag = 8; LDHA inh = nt; Vif-APOBEC3F blk = nt; D1 ag = -2; Glioma ERSR ind = nt; D1 potentiator = -5
`CCCCN(Cc1ccccc1)C1CCN(CCc2ccccc2)CC1` in the list: RXFP1 ag = 0.1%; Vif-APOBEC3G blk = 1%; D2 PAM = -21; D1 antag = 6; LDHA inh = 0; Vif-APOBEC3F blk = 5%; D1 ag = 2; Glioma ERSR ind = -7%; D1 potentiator = -13

More structures.
SMILES	RXFP1 ag	Vif-APOBEC3G blk	D2 PAM	D1 antag	LDHA inh	Vif-APOBEC3F blk	D1 ag	Glioma ERSR ind	D1 potentiator
N/C(=N\[N+](=O)[O-])N1CCN(C(=O)c2ccccc2)CC1	-0.3%	2%	-9	-13	-6	0%	-1	-5%	12
O=c1[nH]c(O)c(/C=C2\C=NN=C2c2ccccc2)c(=O)[nH]1	0.0%	-2%	4	-4	4	-4%	1	-1%	0
NC(=O)c1cc([N+](=O)[O-])cc([N+](=O)[O-])c1	nt	1%	nt	nt	-12	2%	nt	-2%&-5%	nt
COC(=O)C1=C(c2ccc(F)cc2OCc2ccccc2)C[C@@H]2CC[C@H]1N2C(=O)NC(C)C	0.9%	-3%	-6	-13	2	-1%	5	-2%	3
CCc1c(-c2ccccc2)nc2ccccc2c1C(=O)N1CCC2(CC1)OCCO2	6.3%	-1%	-6	1	-2	2%	1	-5%	1
CCC(=O)O[C@@H]1[C@@H](OC(C)=O)[C@@]2(O)C(C[C@H](O)C2(C)C)[C@](C)(O)[C@H]2CC[C@@H]3[C@@H](O)[C@]12C[C@@]3(C)O (stereo partly drawn)	3.2%	0%	6	-4	5	2%	1	-1%	-1
COc1ccc(CNC(=O)/C=C/c2ccc3[nH]cc(CCN(C)C)c3c2)cc1	-1.3%	-4%&-1%	11	-11	-6&-4	-6%	1	-2%&-3%&-2%	-7
C=C1N2CCC(CC2)C1(O)c1ccccc1C (stereo not drawn)	-2.4%	2%	-9	-8	0	1%	4	-6%	0
CC[C@@]1(O)C(=O)OCc2c1cc1n(c2=O)Cc2cc3c(NC(=O)CN)cccc3nc2-1	14µM*	8%	14	1	10	6%	6	-5%	6
CC(Cc1ccccc1)NC(=O)Cc1ccc(N(C)C)cc1 (stereo not drawn)	-0.9%	-4%	3	-2	-1	-5%	0	-1%	-2
CC(C)(C)n1cccc1/C=C1\C(=O)NC(=O)N(c2ccccc2)C1=O	1.2%	-1%	14	-14	3	-1%	3	1%	-3
[N-]=[N+]=NCc1cn2cccnc2n1	0.6%	3%	2	-2	-5	1%	2	0%	-3
CCOC(=O)c1ccc(NC(=O)c2cccn(Cc3ccccc3F)c2=O)cc1	?	0%	11	-5	-5	0%	12	-2%	1
CO[C@H]1[C@@H](OC)CC(OC2OC(CO)C(O)C(O)C2O)/C(=C\C#N)[C@@H]1O (stereo partly drawn)	-0.9%	8%	-1	-4	-14	2%	2	-3%	0
CC1(C)CC(n2[nH]c(=O)c3c2NC(=O)CSC3c2ccccc2)CCO1 (stereo not drawn)	0.1%	2%	1	0	2	-1%	2	-9%	-1
CC1(CCO)C(=O)NC(=S)NC1=O	nt	-1%	nt	nt	-2	14%	nt	-1%	nt
CC(C)N1OC2CC1c1nc3ccccc3n1C2 (stereo not drawn)	5.9%	2%	nt	9	-1	-1%	2	1%	-4
Cn1c(O)c(Cc2ccc(OCc3ccccc3)cc2)c(=O)n(C)c1=O	2.6%	1%	-4	-6	2	2%	6	-1%	-6
Cc1nn(Cc2ccccc2)c(C)c1C(=O)OCC(=O)Nc1ccccc1SCC#N	3.2%	?	16	-13	-7	?	11	0%	-7
CCOc1ccc(C2SCC(=O)Nc3c2c(C)nn3C2CCOC(C)(C)C2)cc1 (stereo not drawn)	-0.2%	-4%	-11	-1	2	-1%	3	-2%	-4
COc1ccc(-n2c(-c3ccccc3Br)nc3ccccc3c2=O)cc1	-2.7%	-8%	-1	-17	-17	-5%	0	-5%	3
COc1ccc2[nH]c3c(c2c1)CCN=C3C	-3.1%	-4%	-11	-3	-9	-7%	-1	-5%&-8%	-2
Cn1cc(C(=O)OCC(=O)NC2CCCC2)c2ccccc21	1.5%	5%	nt	-24	-9	-2%	0	-3%	-8
Cc1onc(-c2c(Cl)cccc2Cl)c1C(=O)Nc1ccc2c(C(F)(F)F)cc(=O)oc2c1	-0.7%	-2%	5	-30*	-6	-10%	4	-2%	0
CC(C)(C)N1CC(C(=O)c2ccccc2)C1c1ccccc1 (stereo not drawn)	nt	-11%	nt	nt	-2	11%	nt	-2%	nt
O=c1c2ccccc2nc(CSc2ncnc3nc[nH]c23)n1-c1ccccc1	?	?	4	-12	-9	-29%	0	-2%	-3
CCN(CC)CCCN=C(C)c1c(O)n(-c2ccccc2)c(=O)[nH]c1=O	-0.9%	0%	5	6	-4	8%	4	-3%	-1
COC(=O)c1ccc(CC(C(=O)c2ccccc2)N(C)C)cc1 (stereo not drawn)	1.0%	1%	-4	-5	-3	-4%	2	4%	0
Cc1ccc2nc(N3CCC(C(=O)N4CCC5(CC4)OCCO5)CC3)sc2c1	1.1%	-1%	2	1	-1	1%	0	0%	-3
Cc1cccc(CN2CC=C(c3noc(CCC(=O)Nc4ccc(C)c(F)c4)n3)CC2)c1	1.6%	0%	-7	-13	0	2%	11	0%	-2
CCOC(=O)C1=C(NC(=S)NC(=O)c2ccccc2)c2ccccc2CC12CCCC2	0.6%	0%	1	19	-12	-11%	4	4%	1
CC12C=CC(=O)C=C1CCC1C2C(O)CC2(C)C1CCC2(C)O (stereo not drawn)	nt	-2%	nt	nt	-7	6%	nt	-3%	nt

Some of the compounds tested; the hit share may differ from the screen's.
